Compound activity: PubChem BioAssay, The Scripps Research Institute Molecular Screening Center
OX1R antag-1 – human HCRTR1 antagonism | O43613 | CHO/OX1R cells, Fluo-8 calcium fluorescence, orexin A | inhibition, % at 5 µM | hit rate 0.43% among 330,000 | AID 434989;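 active means inhibition above its plate's threshold, mean inhibition of all tested compounds on the plate plus 3 SD, cut at about 37% in these data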;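 further: 0% = orexin A challenge wells and 100% = SB-334867-A antagonist wells; not every result past the cut was called active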
Target sequence (O43613 whole entry, looked up): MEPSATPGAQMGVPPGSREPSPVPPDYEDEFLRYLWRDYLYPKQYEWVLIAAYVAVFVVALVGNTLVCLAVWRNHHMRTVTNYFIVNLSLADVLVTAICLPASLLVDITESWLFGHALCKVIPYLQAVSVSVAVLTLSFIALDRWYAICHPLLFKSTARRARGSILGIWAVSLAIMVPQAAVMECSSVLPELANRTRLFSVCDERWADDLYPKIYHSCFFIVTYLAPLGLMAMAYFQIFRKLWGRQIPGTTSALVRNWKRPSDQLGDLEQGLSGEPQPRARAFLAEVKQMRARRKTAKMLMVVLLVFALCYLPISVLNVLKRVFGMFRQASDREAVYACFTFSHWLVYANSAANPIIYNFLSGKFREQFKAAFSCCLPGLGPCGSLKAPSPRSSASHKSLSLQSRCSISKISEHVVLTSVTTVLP
OX1R antag-2 – antagonists of human orexin 1 receptor (OX1R). OX1R-expressing cells, FRET antagonist read-out. AID 485270. inhibition, % at 6.6 µM. hit rate 1.8% among 330,000. O43613; in the data active means inhibition mostly above about 38%, no sharp cut-off; inactive means mostly below about 40%;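 further: 0% = agonist challenge alone and 100% = reference antagonist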
* marks the source's active call; other numbers are inactive results.

What do the screens show for `O=C(NCc1ccccc1)NCC12CC3CC(CC(C3)C1)C2`?
OX1R antag-1: -26; OX1R antag-2: 14

How did CN(C)S(=O)(=O)c1cccc(NC(=O)CCc2nc3cc(S(=O)(=O)N4CCOCC4)ccc3n2C)c1 do in these assays?
OX1R antag-1: -3; OX1R antag-2: 11

What do the screens show for `N#Cc1cccc(NC(=O)CN2CCCCCC2)c1`?
OX1R antag-1: -3; OX1R antag-2: 10

How did COc1ccc(NC(=O)c2c(C)nn(Cc3ccccc3)c2Cl)cc1S(=O)(=O)N1CCOCC1 do in these assays?
OX1R antag-1: -27; OX1R antag-2: 8

How did O=C(Nc1cccc2ccccc12)N1CCN(Cc2ccc3c(c2)OCO3)CC1 do in these assays?
OX1R antag-1: -12; OX1R antag-2: 8

Results for CCc1nc(CNC(=O)C2CCC(=O)N(CCc3cccc(F)c3)C2)no1 (centres undefined) ?
OX1R antag-1: -8; OX1R antag-2: 18

How did O=C(Oc1cccc([N+](=O)[O-])c1)c1cc(-c2ccccc2)nc2ccccc12 do in these assays?
OX1R antag-1: 9; OX1R antag-2: 11

How did CC(=O)c1c(C(C)=O)c(C)n(-c2nc(-c3ccc(Br)cc3)c(C)s2)c1C do in these assays?
OX1R antag-1: -18; OX1R antag-2: 0

Results for CCCC(C(=O)Nc1ccc(S(=O)(=O)N2CCCC2)cc1)c1ccccc1 (centres undefined) ?
OX1R antag-1: 1; OX1R antag-2: -4

Results for CCc1ccc(C(=O)Nc2ccc3nc(C)ccc3c2)cc1 ?
OX1R antag-1: -8; OX1R antag-2: 6

Results for c1ccc(-n2nnnc2Oc2ccc(-n3ccnc3)cc2)cc1 ?
OX1R antag-1: -1; OX1R antag-2: 18

Results for Cn1c(SCC(=O)O)nnc1-c1ccc2ncccc2c1 ?
OX1R antag-1: -2; OX1R antag-2: 4

Results for COc1ccc(Cl)cc1NC(=O)COC(=O)Cc1cc(OC)c(OC)c(OC)c1 ?
OX1R antag-1: -19; OX1R antag-2: 8

How did COc1ccc(NC(=O)CC2C(=O)Nc3ccccc3N2CC(=O)N2CCCC2)cc1 (centres undefined) do in these assays?
OX1R antag-1: -7; OX1R antag-2: 9

How did O=C1c2ccccc2-c2cccc(C(=O)N3CCCCCC3)c21 do in these assays?
OX1R antag-1: -27; OX1R antag-2: 47

How did CC(=O)Nc1ccc(S(=O)(=O)Nc2nnc(C(C)C)s2)cc1 do in these assays?
OX1R antag-1: 4; OX1R antag-2: 9

What do the screens show for `CCCSc1nc2c(c(=O)[nH]c(=O)n2C)n1CCc1ccccc1`?
OX1R antag-1: -32; OX1R antag-2: 22

How did Cc1cccc(OCC(=O)Nc2cccc(-c3nnc(-c4ccccc4)o3)c2)c1C do in these assays?
OX1R antag-1: -30; OX1R antag-2: 15

Results for C(=N\Nc1ccccn1)/c1c[nH]c2ccccc12 ?
OX1R antag-1: -9; OX1R antag-2: 7

How did CSc1nnc(CNC(=O)c2ccccc2)n1-c1cccc(C)c1 do in these assays?
OX1R antag-1: -20; OX1R antag-2: 11

Results for Cc1c(NS(=O)(=O)c2cc(C(=O)NCCN(C)C)ccc2Cl)c(=O)n(-c2ccccc2)n1C ?
OX1R antag-1: -4; OX1R antag-2: -6

Results for COc1ccc2c(=O)c(C(=O)NCCc3ccc(OC)c(OC)c3)c[nH]c2c1 ?
OX1R antag-1: -22; OX1R antag-2: 22

Results for CCN(CC)CCCNC(=S)N(CCCO)Cc1cc2cc3c(cc2[nH]c1=O)OCO3 ?
OX1R antag-1: -18; OX1R antag-2: 0

Results for O=C(c1nsnc1-c1ccccc1O)N1CCCCC1 ?
OX1R antag-1: -18; OX1R antag-2: 12

Results for CCOC(=O)C1C(C(=O)OC)=C(c2ccc(OC)cc2)c2ccc(OC)cc2N1S(=O)(=O)C(F)(F)F (centres undefined) ?
OX1R antag-1: -11; OX1R antag-2: 7

How did O=C(NCc1ccccn1)c1cccc(NS(=O)(=O)c2cccc(F)c2)c1 do in these assays?
OX1R antag-1: -13; OX1R antag-2: 16

What do the screens show for `O=C(COC(=O)/C=C/c1ccc2c(c1)OCO2)NC1CCS(=O)(=O)C1` (centres undefined)?
OX1R antag-1: -4; OX1R antag-2: 3

Results for O=C(NNc1ccc([N+](=O)[O-])cc1[N+](=O)[O-])c1ccco1 ?
OX1R antag-1: -20; OX1R antag-2: 86*

Results for COc1ccc(C(=O)NC(=S)NNC(=O)c2ccc3ccccc3n2)cc1 ?
OX1R antag-1: -5; OX1R antag-2: 14

Results for CC(C)(C)n1nc(Cc2cccc3ccccc23)c2c(N)ncnc21 ?
OX1R antag-1: -39; OX1R antag-2: 12

What do the screens show for `Cc1cc(C(=O)CSc2nc3ccccc3o2)c(C)n1CC1CCCO1` (centres undefined)?
OX1R antag-1: 39*; OX1R antag-2: 64

What do the screens show for `Cc1cc(C)c(S(=O)(=O)NCc2ccccn2)cc1C`?
OX1R antag-1: 1; OX1R antag-2: 4

What do the screens show for `Cc1ccc(S(=O)(=O)N(C)c2ccc(OCC(=O)OCc3c(C)noc3C)cc2)cc1`?
OX1R antag-1: -26; OX1R antag-2: 14

Results for COc1ccc(N2C(=O)C(Cl)=C(Nc3ccccc3OC)C2=O)cc1 ?
OX1R antag-1: -4; OX1R antag-2: 33

What do the screens show for `Cc1cc(-c2nc3c4c5c(sc4[nH]c(=O)n3n2)CCC5)c(C)o1`?
OX1R antag-1: 12; OX1R antag-2: 25

Results for CCOc1ccc(N2CC(C(=O)NCCN3C(=O)S/C(=C\c4ccc(OC)cc4)C3=O)CC2=O)cc1 (centres undefined) ?
OX1R antag-1: 5; OX1R antag-2: 49

The final 3 entries of the part above lead into the next.
Results for COc1ccc(N2C(=O)C(Cl)=C(Nc3ccccc3OC)C2=O)cc1 ?
OX1R antag-1: -4; OX1R antag-2: 33

What do the screens show for `Cc1cc(-c2nc3c4c5c(sc4[nH]c(=O)n3n2)CCC5)c(C)o1`?
OX1R antag-1: 12; OX1R antag-2: 25

Results for CCOc1ccc(N2CC(C(=O)NCCN3C(=O)S/C(=C\c4ccc(OC)cc4)C3=O)CC2=O)cc1 (centres undefined) ?
OX1R antag-1: 5; OX1R antag-2: 49

How did COc1ccccc1NC(=O)N1CCCC1C(=O)NCc1ccccc1F (centres undefined) do in these assays?
OX1R antag-1: -12; OX1R antag-2: 3

How did Cc1cc(C(=O)NNC(=O)c2nn(C)c(=O)c3ccccc23)c(C)o1 do in these assays?
OX1R antag-1: -24; OX1R antag-2: 19

What do the screens show for `CCOC(=O)c1c(C)[nH]c(C(=O)COC(=O)CNC(=O)c2ccccc2Cl)c1C`?
OX1R antag-1: -23; OX1R antag-2: 11

What do the screens show for `CCCc1ccc(C(=O)O/N=C(\N)c2ccccn2)cc1`?
OX1R antag-1: -6; OX1R antag-2: 14

What do the screens show for `CN1CCc2c(sc3c2c(=O)n(-c2ccc(Cl)cc2)c2nncn32)C1`?
OX1R antag-1: -19; OX1R antag-2: 30

How did CCOC(=O)C1=C(C)N(CC(C)C)C(=O)/C1=C\c1ccc(OCC(=O)Nc2ccccc2)cc1 do in these assays?
OX1R antag-1: -14; OX1R antag-2: 11

What do the screens show for `COc1ccccc1NC(=O)Cn1c2ccc(F)cc2c2nc3n(c(=O)c21)CCS3`?
OX1R antag-1: -23; OX1R antag-2: 15

What do the screens show for `Cc1nc(CSc2nnc(Nc3cccc(C)c3C)s2)cs1`?
OX1R antag-1: -16; OX1R antag-2: 3

What do the screens show for `CCCCCCCCCCOC(=O)Cn1c(COc2ccccc2OC)[n+](C)c2ccccc21`?
OX1R antag-1: 77*; OX1R antag-2: 32

Results for COc1ccc(-c2ccnc3[nH]n(-c4ccccc4)c(=O)c23)cc1 ?
OX1R antag-1: -25; OX1R antag-2: 5

What do the screens show for `Cc1ccc(C#CC[N+]2(CC#Cc3ccc(C)cc3)CCCCC2)cc1`?
OX1R antag-1: -5; OX1R antag-2: 14

What do the screens show for `O=C1CCC/C1=C\Nc1ccc(Cl)c([N+](=O)[O-])c1`?
OX1R antag-1: -6; OX1R antag-2: 12

Some of these compounds in order of count of non-hydrogen atoms, smallest number first:
What do the screens show for `Cc1nc(CSc2nnc(Nc3cccc(C)c3C)s2)cs1`?
OX1R antag-1: -16; OX1R antag-2: 3

How did Cc1cc(C(=O)NNC(=O)c2nn(C)c(=O)c3ccccc23)c(C)o1 do in these assays?
OX1R antag-1: -24; OX1R antag-2: 19

How did COc1ccccc1NC(=O)N1CCCC1C(=O)NCc1ccccc1F (centres undefined) do in these assays?
OX1R antag-1: -12; OX1R antag-2: 3

How did CCOC(=O)C1=C(C)N(CC(C)C)C(=O)/C1=C\c1ccc(OCC(=O)Nc2ccccc2)cc1 do in these assays?
OX1R antag-1: -14; OX1R antag-2: 11

(more compounds)
How did Cc1nc(SCC(=O)NC(=O)NCc2ccccc2)nc(C)c1C do in these assays?
OX1R antag-1: -27; OX1R antag-2: 21

What do the screens show for `CNC(=O)Nc1cc(C)nn1C`?
OX1R antag-1: 5; OX1R antag-2: 8

Results for O=C(OC1CCOC1=O)c1cc(-c2ccccc2)nc2ccccc12 (centres undefined) ?
OX1R antag-1: -12; OX1R antag-2: 20

What do the screens show for `COC(=O)[C@H](C)NC(=O)Nc1ccc(C)c(C)c1`?
OX1R antag-1: -5; OX1R antag-2: 5

How did Cc1ccc(C)c(N(C(=O)c2csnn2)C(C(=O)NC2CCCCC2)c2ccncc2)c1 (centres undefined) do in these assays?
OX1R antag-1: -16; OX1R antag-2: 18

How did CCOC(=O)Cn1c2ccc(F)cc2c2nc(C)sc21 do in these assays?
OX1R antag-1: -17; OX1R antag-2: 34

How did CCCCn1c(N)c(N(CCOC)C(=O)c2c(-c3ccccc3)noc2C)c(=O)[nH]c1=O do in these assays?
OX1R antag-1: -18; OX1R antag-2: 12

Results for COc1cccc(NCc2cc(=O)oc3cc(-c4ccccc4)c(O)cc23)c1 ?
OX1R antag-1: -6; OX1R antag-2: 33

What do the screens show for `CCOC(=O)CSc1ccc(S(=O)(=O)N(CC)CC)cc1[N+](=O)[O-]`?
OX1R antag-1: -5; OX1R antag-2: 52

What do the screens show for `COc1cc(/C=N/Nc2nc3ccccc3s2)ccc1OC(=O)c1ccccc1F`?
OX1R antag-1: 2; OX1R antag-2: 21

How did COc1ccc(/C=C2/C(=O)N(c3c(F)c(F)c(F)c(F)c3F)N=C2C)cc1 do in these assays?
OX1R antag-1: -2; OX1R antag-2: 13

Results for O=C(c1ccccc1Cl)N(C(=O)c1ccccc1Cl)c1nccc(-c2cccs2)n1 ?
OX1R antag-1: -12; OX1R antag-2: 9

How did COc1ccc(C23NCCN2C(=O)c2ccccc23)cc1 (centres undefined) do in these assays?
OX1R antag-1: -11; OX1R antag-2: 5

How did CC1(C)O[C@@H]2C[C@H]3[C@@H]4C[C@H](F)C5=CC(=O)CC[C@]5(C)[C@H]4[C@@H](O)C[C@]3(C)[C@]2(C(=O)CO)O1 do in these assays?
OX1R antag-1: 7; OX1R antag-2: 11

How did Cc1ccc(S(=O)(=O)NC23CC4CC(CC(C4)C2)C3)cc1 do in these assays?
OX1R antag-1: -21; OX1R antag-2: 4

How did O=C(COc1cc2oc(=O)c3c(c2cc1Cl)CCC3)Nc1ccc(CN2CCOCC2)cc1 do in these assays?
OX1R antag-1: -30; OX1R antag-2: -2

How did CC1(C)C2(C#N)C(N)=NC3(OCCO3)C12C#N (centres undefined) do in these assays?
OX1R antag-1: -3; OX1R antag-2: 23

How did O=C(Cn1nc(-c2ccc(Cl)cc2)c2ccccc2c1=O)NN1CCOCC1 do in these assays?
OX1R antag-1: -20; OX1R antag-2: 7

What do the screens show for `Cc1ccc(OCCNS(=O)(=O)c2ccc(N3CCCC3=O)cc2)cc1C`?
OX1R antag-1: 34; OX1R antag-2: 35*

Results for COc1cc(OC)c(C(=O)NCC2CCCO2)cc1OC (centres undefined) ?
OX1R antag-1: -8; OX1R antag-2: 12

Results for COc1cccc(C2c3[nH]c4ccccc4c3CCN2Cc2cnc(C)s2)c1OC (centres undefined) ?
OX1R antag-1: -47; OX1R antag-2: 16

What do the screens show for `O=C(CSc1nnc2sc3ccccc3n12)N1CCN(c2ccccc2)CC1`?
OX1R antag-1: -17; OX1R antag-2: 8

How did CSc1nncc(/C(C)=N\Nc2cccc(C)c2)n1 do in these assays?
OX1R antag-1: -20; OX1R antag-2: 21

What do the screens show for `CC(NC(=O)CNC(=O)C1CCCCC1)c1ccc(S(N)(=O)=O)cc1` (centres undefined)?
OX1R antag-1: -26; OX1R antag-2: 4

Results for O=c1[nH]c(/C(Cl)=C/c2cccc(C(F)(F)F)c2)nc2cc(Cl)ccc12 ?
OX1R antag-1: 9; OX1R antag-2: 13

How did COc1cccc(NC(=O)c2cn(C)c(=O)c3cc(OC)c(OC)cc23)c1 do in these assays?
OX1R antag-1: -26; OX1R antag-2: 24

Results for CCCSc1ccc([C@@H]2[C@@H]3C(=O)N(CC)C(=O)[C@@H]3[C@]3(C(=O)OC)CCCCN23)cc1 ?
OX1R antag-1: -7; OX1R antag-2: 2

Results for CC(=O)C1=C(C)N(CC2CC2)C(=O)N[C@H]1c1ccccc1 ?
OX1R antag-1: -3; OX1R antag-2: 20

Results for O=C1C=CC(=O)C(C2=C3C(=O)N(CCc4ccccc4)CC(=O)N3CCC2)=C1 ?
OX1R antag-1: -13; OX1R antag-2: 19

What do the screens show for `CSc1nc(N)nc2c1ncn2CC(=O)NCc1ccccc1`?
OX1R antag-1: 0; OX1R antag-2: -2

Results for Cc1cccnc1NC(=O)c1ccc(NS(=O)(=O)/C=C/c2ccccc2)cc1 ?
OX1R antag-1: -5; OX1R antag-2: -1

Results for Cn1nc(C(F)(F)F)c(-c2ccc(Br)cc2)c1NC(=O)CSCC(=O)O ?
OX1R antag-1: -7; OX1R antag-2: 10

How did Cc1ccc(-c2cc3ccccc3nc2N)cc1 do in these assays?
OX1R antag-1: -34; OX1R antag-2: 6

Results for Cc1ccc(NC(=O)CN2CCCC2c2cccn2C)cc1C (centres undefined) ?
OX1R antag-1: 3; OX1R antag-2: 11

How did O=C(CSc1nc2ccccc2o1)N1CCN(S(=O)(=O)c2ccc3ccccc3c2)CC1 do in these assays?
OX1R antag-1: -10; OX1R antag-2: 48
